# RAD52 inh = RAD52 DNA annealing inhibitors, primary screen, biochemical, FRET, single point, set 2. DNA repair protein RAD52 homolog (Homo sapiens), P43351. recombinant RAD52 DNA annealing, FRET fluorescence. inhibition, % at 18.7 µM. actives 0.46% (n = 360,000);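 active = every replicate showing at least 50% inhibition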
# Xi reactivation = activators of inactive X chromosome reactivation, primary screen, imaging, XiGFP fibroblasts, GFP high-content imaging, set 2; XiGFP mouse fibroblasts, % GFP-positive cells imaging, 3 d; cells co-treated with 5-aza-dC sensitizer; scaled so ellipticine positive control = 100%; activation, % at 7.58 µM; actives 0.055% (n = 360,000); AID 743238, 2013;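 active = mean normalized replicate activation at least 10% and every replicate at or above 10%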;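 also: 0% = median of on-plate neutral control wells and 100% = ellipticine 6 µM median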
#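 assay system = SV40-immortalized XiGFP fibroblast cells, line 68-5-11 | buffer or medium = DMEM plus 5-aza-dC sensitizer | doses = single-point pinned compound dosing | times = 3-day compound exposure, then 15 min fixation at room temperature | benchmarks = positive control ellipticine, 6 µM final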
# esBAF inh = Bmi1 luciferase reporter increase in mESCs, primary screen, esBAF inhibitor project, mouse ES cells, Bmi1 luciferase knock-in, single point; 24 h; 100% = twice the neutral-well signal; reporter increase, % at 12.5 µM; actives 2% (n = 350,000); in the data active = activation above about 40%;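 also: 0% = median of the plate's neutral control wells and 100% = double that signal; a rise in the Bmi1 reporter signal indicates esBAF inhibition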
# ARNT-TACC3 inh = disruptors of ARNT/TACC3 protein interaction, primary screen, biochemical, AlphaScreen, single concentration | AlphaScreen His-ARNT PAS-B/GST-TACC3 binding, luminescence; TACC3 fragment carries E629A point mutation | AID 623870, 2012 | Transforming acidic coiled-coil-containing protein 3 (Homo sapiens), Q9Y6A5 | actives 0.66% (n = 390,000) | inhibition, % at 9.99 µM;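 active = mean inhibition of replicates at least 50% and at least half of replicates each reaching 50%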;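 also: 0% = complete ARNT plus TACC3 wells and 100% = ARNT alone without TACC3; many hits fall short of the cut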
# RAD54 branch = inhibitors of human RAD54 branch migration, primary screen, biochemical, fluorescence, single point | AID 602329, 2012 | RAD54 Holliday junction branch migration, FAM/BHQ fluorescence | DNA repair and recombination protein RAD54-like (Homo sapiens), Q92698 | actives 0.14% (n = 360,000) | inhibition, % at 10.4 µM;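 active = mean normalized replicate activity at least 40 and at least half of replicates scoring 40 or more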;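 also: 0% = median of neutral control wells and 100% = median of positive control wells; inhibitors cause a drop in the FAM fluorescence signal; in these data hits start at about 50%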
# Target sequence (Q92698 whole entry, looked up): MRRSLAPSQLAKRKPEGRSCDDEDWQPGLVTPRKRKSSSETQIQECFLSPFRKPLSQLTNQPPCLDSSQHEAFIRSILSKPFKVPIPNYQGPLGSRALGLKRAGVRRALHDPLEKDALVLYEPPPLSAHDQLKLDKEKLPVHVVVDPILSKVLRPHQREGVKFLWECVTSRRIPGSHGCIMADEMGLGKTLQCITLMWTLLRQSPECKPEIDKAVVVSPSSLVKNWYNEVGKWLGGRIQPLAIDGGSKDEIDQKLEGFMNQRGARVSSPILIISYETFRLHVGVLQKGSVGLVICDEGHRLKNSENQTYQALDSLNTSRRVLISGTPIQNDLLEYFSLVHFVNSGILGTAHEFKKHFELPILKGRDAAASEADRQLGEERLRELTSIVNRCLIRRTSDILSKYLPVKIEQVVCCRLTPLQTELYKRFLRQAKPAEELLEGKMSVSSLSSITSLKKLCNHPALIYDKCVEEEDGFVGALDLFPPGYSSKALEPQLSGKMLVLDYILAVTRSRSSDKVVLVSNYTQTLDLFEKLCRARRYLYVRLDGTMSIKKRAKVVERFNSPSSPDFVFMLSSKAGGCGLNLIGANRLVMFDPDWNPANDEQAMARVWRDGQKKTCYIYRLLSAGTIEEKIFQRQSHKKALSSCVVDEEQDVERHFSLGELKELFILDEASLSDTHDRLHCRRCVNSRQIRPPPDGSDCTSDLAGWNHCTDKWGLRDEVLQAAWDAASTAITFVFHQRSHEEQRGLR
# GSIS activator = GLuc luminescence reporter in INS-1E cells, primary screen for activators of glucose-dependent secretion of insulin; INS-1E GLuc reporter insulin secretion, 2-3 h; activation, % at 16.6 µM; actives 0.61% (n = 370,000);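 active = lowest replicate activation of at least 40%, so every replicate reaches that level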;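 also: 0% = median of neutral control wells and 100% = median of IBMX positive control wells; some compounds called inactive have numbers as strong as hits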
# ERAP1 inh = human ERAP1 aminopeptidase inhibitors, primary screen, biochemical, single point, plate reader. inhibition, % at 10.7 µM. Endoplasmic reticulum aminopeptidase 1 (Homo sapiens), Q9NZ08. AID 652197, 2013. recombinant ERAP1, Leu-AMC fluorescence, 60 min. actives 0.15% (n = 340,000);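 active = mean replicate inhibition of at least 30%, or all replicates individually reaching that 30% level; inactive = mean below 30% and not every replicate reaching it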;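 also: 0% = neutral control wells and 100% = L-leucinethiol positive control wells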
# CFTR F508del cor = F508del CFTR correction, initial screen, CFBE line, single point; AID 720511, 2013; actives 0.36% (n = 350,000); activity (quench increase), % at 7.58 µM; CFBE cells, YFP halide quenching; stimulated with forskolin plus potentiator P3; % fluorescence drop versus neutral controls;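 active = mean added fluorescence quench of at least 8% versus neutral control, with both replicates also reaching 8%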;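 also: cells transiently co-express mutant CFTR-F508del with the halide-sensitive YFP; corrector assay measuring rescue of mutant channel to the surface after 24 h compound exposure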
# Starred values were filed as active, the others as inactive; . = no result given.
SMILES,RAD52 inh,Xi reactivation,esBAF inh,ARNT-TACC3 inh,RAD54 branch,GSIS activator,ERAP1 inh,CFTR F508del cor
COc1ccc(NC(=O)Nc2cccc3c2O[C@@H](CN(C)C(=O)NC(C)C)[C@H](C)CN([C@@H](C)CO)C3=O)cc1,5,-0.5,0,-9,5,4,-1,-1.6
CC(C)CC#Cc1cnc2c(c1)C(=O)N([C@H](C)CO)C[C@H](C)[C@@H](CN(C)Cc1ccc(C(=O)O)cc1)O2,-3,0.5,-1,-4,-2,14,-3,-0.9
C[C@H](CO)N1C[C@H](C)[C@H](CN(C)Cc2ccc3c(c2)OCO3)Oc2cc(C#CCN(C)C)ccc2S1(=O)=O,1,-1.0,-26,22,11,2,0,-0.7
O=C(c1ccc(NC(=O)C2(c3ccccc3)CCCC2)cc1)N1CCOCC1,-19,-0.1,.,.,-8,-5,.,0.4
CC(C)c1nnc(NC(=O)CCC(=O)Nc2ccc(Cl)cc2)s1,-4,0.0,.,23,.,-3,-5,1.4
CCCCC(CC)C(=O)Nc1ccccc1C(=O)NC(C)C (stereo not given),-5,.,11,-5,0,5,-2,.
CCS(=O)(=O)N(C)C[C@@H]1N[C@H](CO)[C@@H]1c1ccc(-c2ccccc2F)cc1,-32,0.0,.,.,.,5,-4,-7.7
COc1ccc(NC(=O)CCS(=O)(=O)c2cc3c(cc2Cl)NC(=O)CO3)cc1OC,-6,0.0,-4,1,14,3,-1,-0.2
COC(=O)C1=NN(C(C)(C)CC(C)=O)C2C(=O)N(C3CCCCC3)C(=O)C12 (stereo not given),1,0.0,1,1,.,7,-5,-2.2
CN(C)CC(=O)Nc1ccc2c(c1)[C@H]1C[C@@H](CC(=O)N3CCN(C)CC3)O[C@@H](CO)[C@H]1O2,0,-0.1,3,1,5,16,1,2.2
C/C(=N\NC(=O)c1ccc(F)cc1)c1ccc(N2CCOCC2)cc1,-25,0.1,.,.,.,25,-6,-1.3
NNC(=O)c1ccccc1-n1cccc1,-16,0.0,-6,.,-7,0,3,0.6
O=C(O)CCC(=O)Nc1ccc(Oc2ncnc3cc(Cl)ccc23)nc1,-4,0.0,.,.,-1,.,.,0.6
Cc1cc(C)nc(-n2ncc(C#N)c2N)n1,-4,-0.1,.,3,.,2,8,.
CCOC(=O)C1=C(CCl)NC(=O)NC1c1ccc2c(c1)OCO2 (stereo not given),-38,0.0,5,-5,-3,11,-3,1.6
CC(C)CC#Cc1ccc2c(c1)O[C@@H](CN(C)C(=O)Nc1ccccc1)[C@@H](C)CN([C@@H](C)CO)S2(=O)=O,9,-0.5,0,-4,-47,-20,-1,5.7
COc1ccc(-c2ccc(CN3C(C)C(=O)N(Cc4cn(CCC5OCCCO5)nn4)CCS3(=O)=O)cc2)cc1 (stereo not given),-2,0.1,5,.,-2,-12,-5,-2.3
C[C@@H]1CN([C@H](C)CO)S(=O)(=O)c2ccc(C3=CCCC3)cc2O[C@H]1CN(C)Cc1cccnc1,14,-0.1,2,7,3,0,0,1.8
COc1ccc(NC(=O)Nc2cccc3c2O[C@H](CN(C)S(=O)(=O)c2ccc(C)cc2)[C@@H](C)CN([C@@H](C)CO)C3=O)cc1,-2,0.0,-1,3,9,-15,0,0.1
CC(=O)N(C)C[C@H]1Oc2cc(C#Cc3ccccn3)ccc2S(=O)(=O)N([C@H](C)CO)C[C@H]1C,-16,-1.3,-2,17,-4,-7,1,-1.5
COc1ccc(OCC(=O)N2CCN(c3nnc(-c4ccc(C)cc4)c4ccccc34)CC2)cc1,-3,-0.1,-3,4,-10,-60,2,-2.0
O=C(/C=C/c1c(F)cccc1Cl)Nc1ncccn1,-13,-0.1,.,3,.,0,-1,.
CCCC1CC(CCc2ccccc2)OS(=O)(=O)N1 (stereo not given),0,0.0,0,.,2,-16,-2,-7.7
C[N+](C)(C)CCOc1ccc([N+](=O)[O-])cc1,1,0.0,.,-7,.,1,1,-1.4
Cc1cc(NC(=O)C(C)SCC(=O)N(Cc2ccccc2)c2ccccc2)no1 (stereo not given),-24,0.2,-9,1,-4,-15,2,1.1
Cc1cc(C)n2nc(CCCO)nc2n1,-6,0.3,-1,-13,0,-1,-3,-2.8
CCO/C(C)=C1/SC(=S)NC1=O,-224,-0.1,-3,0,-12,11,-1,1.9
COc1ccc(NC(=O)N(C)C[C@@H]2OCCCC[C@@H](C)Oc3ccc(NC(=O)c4ccncc4)cc3C(=O)N([C@@H](C)CO)C[C@H]2C)cc1,.,0.1,-2,22,-8,1,.,1.9
O=C(C[C@H]1C=C[C@@H](NC(=O)Nc2cc(F)ccc2F)[C@H](CO)O1)Nc1ccccc1,11,0.0,2,-7,-3,.,-1,-1.6
Cc1ccc(Nc2c([N+](=O)[O-])c(=O)n(C)c3ccccc23)cc1,-8,0.3,.,6,.,1,-2,-1.9
COc1ccc(NC(=O)CN(C)C(=O)c2ccc(N3CCCCC3)c([N+](=O)[O-])c2)cc1,-10,-0.1,6,-1,3,-19,4,1.0
Cc1cc(C)c(-n2nnnc2SCC(=O)c2cc3ccccc3o2)c(C)c1,-83,0.1,.,-11,4,28,.,0.2
COc1ccc2c3c([nH]c2c1)[C@@H](CO)N(Cc1cccc(Cl)c1)CC31CN(C)C1,48,0.1,.,.,.,-8,0,3.1
COc1cccc(NC(=O)COc2c(F)c(F)c(C(F)(F)F)c(F)c2F)c1,-15,0.7,.,-1,-4,1,0,-0.9
O=C(CC1CC1)N1CC2(C1)[C@@H](c1ccccc1)[C@@H](CO)N2C(=O)C1CCOCC1,-11,0.0,.,.,.,9,-1,-0.2
CN(CC(=O)Nc1cccc(F)c1)C(=O)c1cccc(S(=O)(=O)N2CCN(Cc3ccccc3)CC2)c1,-22,-0.1,-5,.,9,-21,0,2.4
NC(=O)c1c(NC(=O)c2cccnc2)sc2c1CCCC2,-19,0.1,.,.,.,-10,5,0.0
Cc1cc2nc3n(c2cc1C)CC1CC(C(=O)NCc2ccco2)N(C)C31 (stereo not given),-11,0.1,2,-6,-3,-3,3,3.0
CCN(C)c1cc2c(c3c1ccn3C)C1CCC2C1 (stereo not given),70*,0.0,5,.,9,.,1,-0.1
CC(=O)N[C@@H]1CC[C@@H](CCNC(=O)Nc2ccc(C(F)(F)F)cc2)O[C@H]1CO,18,0.1,4,-3,6,-24,-1,3.2
C[C@@H]1CN([C@@H](C)CO)C(=O)c2cc(NS(=O)(=O)c3ccc(Cl)cc3)ccc2O[C@@H](C)CCCCO[C@@H]1CN(C)C(=O)CCCN(C)C,33,0.2,-4,-3,15,5,-4,0.5
COc1ccccc1C(=O)N/C(=C/c1ccc(Br)cc1)C(=O)NCC(=O)O,.,.,-6,-12,-2,13,.,.
C[C@@H]1CN([C@H](C)CO)C(=O)Cc2cc(NC(=O)C3CC3)ccc2O[C@@H]1CN(C)C(=O)Nc1cccc2ccccc12,7,0.1,3,-2,0,5,3,0.3
C[C@@H]1CN([C@@H](C)CO)C(=O)c2cc(C3=CCCCC3)cnc2O[C@@H]1CN(C)C(=O)c1ccccn1,5,-0.7,0,-4,0,15,3,-1.0
Cn1ccnc1Sc1ccc(C(N)=O)cc1[N+](=O)[O-],-13,0.2,0,-1,.,16,-2,2.5
CC(=O)c1ccc(OC(=O)CCc2ccccc2)cc1,-2,0.1,0,-2,-3,0,2,3.7
COc1ccc(-c2noc(N3CCCC(C(=O)Nc4ccccc4F)C3)n2)cc1 (stereo not given),-6,0.0,33,-9,9,7,5,-2.4
CN(C)c1ccc2c(=O)c3ccccc3oc2n1,-17,0.0,.,.,.,8,15,-1.1

# Four of the compounds above, with two lines to a compound:
# Every second line gives: RAD52 inh | Xi reactivation | esBAF inh | ARNT-TACC3 inh | RAD54 branch | GSIS activator | ERAP1 inh | CFTR F508del cor
C[C@@H]1CN([C@@H](C)CO)C(=O)c2cc(C3=CCCCC3)cnc2O[C@@H]1CN(C)C(=O)c1ccccn1
    5 | -0.7 | 0 | -4 | 0 | 15 | 3 | -1.0
NC(=O)c1c(NC(=O)c2cccnc2)sc2c1CCCC2
    -19 | 0.1 | . | . | . | -10 | 5 | 0.0
Cc1cc2nc3n(c2cc1C)CC1CC(C(=O)NCc2ccco2)N(C)C31 (stereo not given)
    -11 | 0.1 | 2 | -6 | -3 | -3 | 3 | 3.0
CN(C)c1ccc2c(=O)c3ccccc3oc2n1
    -17 | 0.0 | . | . | . | 8 | 15 | -1.1

# The list goes on:
SMILES,RAD52 inh,Xi reactivation,esBAF inh,ARNT-TACC3 inh,RAD54 branch,GSIS activator,ERAP1 inh,CFTR F508del cor
NC(=O)c1ccc(SCC(=O)OCC(=O)N2CCCCC2)c([N+](=O)[O-])c1,5,0.1,.,.,.,1,0,0.4
COC(=O)c1c(C)[nH]c(C(=O)COC(=O)c2c(C)noc2C)c1C,-4,0.0,23,9,-11,0,1,-3.6
Cc1cc(C(=O)NNC(=O)c2ccc(S(=O)(=O)N(C)C)cc2)c(C)o1,8,-0.1,-5,-2,.,0,13,.
COc1ccccc1NC(=O)C1=C(C)Nc2nc(CCCO)nn2C1c1cccnc1 (stereo not given),.,.,-10,-2,2,1,.,.
CNC[C@H]1Oc2cc(-c3ccncc3)ccc2S(=O)(=O)N([C@@H](C)CO)C[C@H]1C,14,-0.6,-1,-6,7,9,0,-1.4
CC(C)c1nnc(NC(=O)C2CCN(C(=O)Nc3ccc(Cl)cc3)CC2)s1,-10,.,0,-5,-1,-12,0,-2.7
CSCc1ccc(C(=O)NC(C)c2cnn(-c3ccccn3)c2C)o1 (stereo not given),-13,-0.1,.,-2,0,15,-4,0.6
Cc1cccc(NC(=O)CCNC(=O)c2ccco2)c1C,7,0.0,.,-1,.,2,.,0.7
O=C(COC(=O)c1ccc2ncsc2c1)Nc1cc([N+](=O)[O-])ccc1Cl,-12,0.0,12,-1,-4,43,2,-0.8
COc1ccc(CN2CC3(CN(C(C)=O)C3)c3c(n(C)c4cc(OC)ccc34)[C@@H]2CO)cc1,-55,0.0,.,.,.,-4,-1,-0.1
CN(C)C(=O)[C@@H]1[C@@H](CO)[C@@H]2Cn3c(ccc(-c4cncnc4)c3=O)[C@@H]2N1Cc1ccccc1F,-3,-0.1,1,3,-15,3,-3,1.1
CCN(CC)S(=O)(=O)c1ccc(Cl)c(NC(=O)CSc2cccc[n+]2[O-])c1,-11,0.0,4,-1,2,.,2,-0.7
O=C1CC(NS(=O)(=O)c2cccs2)CN1c1cccc(F)c1 (stereo not given),-7,1.9,-2,-7,.,46*,4,1.2
CCn1c(NC(C)=O)c(-c2ccccc2Cl)c(=O)c2ccccc21,-10,0.0,-6,2,0,18,-2,-1.8
CNC(=O)C[C@@H]1CC[C@@H]2[C@H](COC[C@H](O)CN2Cc2ccc(Cl)c(Cl)c2)O1,.,0.1,-2,13,1,6,.,-0.3
O=[N+]([O-])c1ccc(S(=O)(=O)Nc2nnc(C(F)(F)F)s2)cc1,-1,0.1,7,-7,8,-1,1,0.1
CCCNC(=O)[C@@H]1[C@@H](CO)[C@@H]2Cn3c(cccc3=O)[C@@H]2N1Cc1cccc(F)c1,1,0.2,.,.,.,11,1,-4.0
Cc1cccc(C)c1NC(=O)CSc1nc(COc2ccccc2)nc2ccccc12,.,.,9,-5,6,-16,.,.

# Source: PubChem (Broad Institute)
